AID364 – cytotoxicity toward Jurkat T cells, primary screen, cell-based, Jurkat E6.1, NIH starter set (AID 364) | Jurkat E6.1 viability, ATP luminescence, 48 h; higher % means a stronger effect | inhibition, % at 4 µM; hits with a dose series show CC50 in µM | 2% of 3,300 active;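 active = concentration giving half-maximal inhibition at or below 20 micromolar; inactive = half-maximal concentration above 20 micromolar, or not dose tested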;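 note: 100% = cells treated with 4 µM doxorubicin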
A549 proliferation – A549 NSCLC cell proliferation inhibitors – ATP luminescence, human non-small cell lung line, primary screen (AID 371). A549 growth inhibition, ATP luminescence; hits give high values. growth inhibition, % at 10 µM. 8.4% of 3,300 active;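 active = mean growth inhibition over the two runs of 50% or more; inactive = mean growth inhibition under 50%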;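 note: compound exposure lasted 72 h before the ATP read; 0% = untreated cell signal and 100% = no luminescence left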
HT29 cell growth-1 – HT29 colon tumor cell growth inhibition, primary screen, imaging, high content imaging, 48 h, CellTiter-Glo (AID 771); HT29 cell growth, HCS imaging cell count, 48 h; hits give high values; growth inhibition, % at 10 µM; 2% of 3,300 active;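 active = growth inhibition above 90%, meaning viable cell count by imaging cut by more than 90% versus vehicle controls; inactive = growth inhibition below 90%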;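 note: percent fewer viable cells counted by imaging than vehicle controls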
HT29 cell growth-2 – HT29 colon tumor cell growth inhibition, primary screen, imaging, high content imaging, 24 h, CellTiter-Glo (AID 770) | HT29 cell number by imaging, 24 h; hits give high values | growth inhibition, % at 10 µM | 3,300 tested, under 10 active;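 active = growth inhibition above 90% in viable cell count at a single dose; inactive = growth inhibition below 90%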
AID772 – HT29 colon tumor cell growth inhibition, primary screen, imaging, high content imaging, 72 h, CellTiter-Glo (AID 772); growth inhibition, % at 10 µM; HT29 cell growth, HCS imaging cell count, 72 h; hits give high values; 0.6% of 3,300 active;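 active = growth inhibition above 90%, meaning viable cell count cut by more than 90% versus vehicle controls; inactive = growth inhibition below 90%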
HT29 cell growth-2 condensed nuclei – further read-out of HT29 cell growth-2, marked with its call; condensed nuclei, %; measured here: percent cells with condensed nuclei;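 share of cells whose nuclear area falls below control median minus 1.5 SD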
HT29 cell growth-2 ATP viability – second read-out of HT29 cell growth-2, no call of its own (marks repeat the call); growth inhibition, %; measured here: ATP CellTiter-Glo viability
HT29 cell growth-1 condensed nuclei – recorded beside HT29 cell growth-1, whose call it bears; condensed nuclei, %; measured here: percent cells with condensed nuclei;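 condensed means Hoechst nuclear area under control median minus 1.5 SD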
HT29 cell growth-1 ATP viability – further read-out of HT29 cell growth-1, marked with its call; growth inhibition, %; measured here: ATP CellTiter-Glo viability inhibition
AID772 condensed nuclei – further read-out of AID772, marked with its call; condensed nuclei, %; measured here: percent cells with condensed nuclei;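 condensed means nuclear area below control median minus 1.5 SD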
AID772 second – second read-out of AID772, no call of its own (marks repeat the call); growth inhibition, %; measured here: ATP CellTiter-Glo viability
Numbers without * were called inactive; nt = not tested or not shown. This is a subset, so the mix of outcomes need not match the whole.

SMILES	AID364	A549 proliferation	HT29 cell growth-1	HT29 cell growth-1 condensed nuclei	HT29 cell growth-1 ATP viability	HT29 cell growth-2	HT29 cell growth-2 condensed nuclei	HT29 cell growth-2 ATP viability	AID772	AID772 condensed nuclei	AID772 second
CCN(CC)CCN1C(=O)C(=O)/C(=C(/O)c2ccc(F)cc2)C1c1cccnc1 (stereo unspecified)	8%	3	29	1.4	-10	-27	1.9	-9	-12	5	-12
CCN(CC)CCN1C(=O)C(O)=C(C(=O)c2cccs2)C1c1ccccn1 (stereo unspecified)	-10%	-7	12	2.1	-12	32	5.7	0	-42	4	-46
CC(=O)OCC(=O)[C@@]12OC3(CCCC3)O[C@@H]1C[C@H]1[C@@H]3CCC4=CC(=O)C=C[C@]4(C)[C@@]3(F)[C@@H](O)C[C@@]12C	5%	44	-26	3.0	nt	29	7.0	-10	-1	3	13
C=CCOc1nc2c(c(=O)n(Cc3ccc(Cl)cc3)c(=O)n2C)n1C	-2%	28	-44	1.8	-9	-55	2.6	-6	15	2	-23
Cc1nnc(N2CCCCC2)c2ccccc12	6%	8	4	3.3	-9	11	7.1	3	-74	2	-24
CCCCOC(=O)Nc1ccc(S(=O)(=O)Nc2nc(C)cc(C)n2)cc1	7%	11	-9	2.7	-2	-10	2.0	0	-28	3	-17
COc1cc(C)nc(Oc2ccc(OCCOc3ccc(C)cc3)nn2)n1	0%	6	5	1.7	-12	28	4.7	-3	-64	3	-51
Clc1ccccc1-c1nn2c(-c3ccccn3)nnc2s1	-8%	20	-40	12	18	29	5.5	0	-1	16	22
N/C(CCCN1CCCCC1)=N/O	24%	-8	2	3.8	7	32	2.0	-3	-1	3	-18
CC(C)OC(=O)C(C#N)c1nc2ccccc2nc1N1CCN(Cc2ccc3c(c2)OCO3)CC1 (stereo unspecified)	-4%	3	26	3.3	-4	36	2.8	0	-38	5	-21
CC(=O)c1cc2c(=O)c3ccccc3oc2nc1C	1%	-5	-11	2.4	-8	18	2.8	-2	-60	3	-13
N#CCCSc1nc(N2CCOCC2)c2c(c1C#N)CCCC2	16%	25	34	0.4	8	-37	4.2	-11	16	8	-33
CCOC(=O)CSc1nc(N)c2c3c(sc2n1)CCCC3	-8%	-5	-14	0.2	-21	-3	2.3	-13	-98	3	-82
CCOC(=O)c1ccc(NC(=O)Cn2nnc3ccccc32)cc1	27%	11	42	2.0	20	33	4.5	15	36	7	1
Cn1c(SCC(=O)N2CCOCC2)nnc1-c1ccc(Cl)cc1Cl	-7%	-3	14	3.9	-3	30	3.0	-11	18	9	-5
c1ccc(SCc2nc3ccccc3[nH]2)nc1	1%	7	2	2.4	-10	-6	4.3	-8	6	5	-10
O=C(CN1C(=O)c2ccccc2C1=O)NCc1ccccn1	0%	-9	20	2.5	-17	-25	2.8	-11	-64	3	-38
O=CNC(=O)c1ccccc1C(=O)O	-6%	-1	24	4.9	9	27	3.0	11	67	27	28
CCCc1c(OCCCCc2nn[nH]n2)ccc(C(C)=O)c1O	0%	20	17	2.3	nt	-14	4.2	-20	-10	1	-36
O=c1[nH]c2cnccc2n1-c1ccccc1	1%	4	25	2.8	-15	-24	4.7	0	62	0	-28
CCN1CCN(c2nc3c(C)cccn3c(=O)c2/C=C(\C#N)S(=O)(=O)c2ccccc2)CC1	-4%	3	9	2.6	7	16	0.7	2	64	20	23
COc1cccc(N2CCN(C(=O)c3ccc(=O)oc3)CC2C)c1 (stereo unspecified)	-1%	-1	15	3.2	2	13	4.4	-8	14	6	29
COC(=O)c1ccc(C2/C(=C(\O)c3ccc4c(c3)OCCO4)C(=O)C(=O)N2CCCN(C)C)cc1 (stereo unspecified)	-6%	3	6	1.7	-11	5	4.0	-3	-113	5	-73
COc1ccc(-c2nnc3sc(-c4ccccc4OC)nn23)cc1	6%	5	26	13	15	15	2.6	19	34	23	19
CCc1[nH]c(=O)c(C#N)c2c1CSC(C)(C)C2	-1%	4	-3	1.8	-8	-54	2.3	-9	9	4	-3
SMILES	AID364	A549 proliferation	HT29 cell growth-1	HT29 cell growth-1 condensed nuclei	HT29 cell growth-1 ATP viability	HT29 cell growth-2	HT29 cell growth-2 condensed nuclei	HT29 cell growth-2 ATP viability	AID772	AID772 condensed nuclei	AID772 second
CC(=O)C1(C)OC(N)=C(C#N)C(c2ccccc2)C1(C#N)C#N (stereo unspecified)	6%	8	-49	2.5	-30	-60	7.8	-13	6	3	-50
COC(=O)C(NC(=O)c1ccc(F)cc1)(Nc1nc(C)cs1)C(F)(F)F (stereo unspecified)	-3%	5	31	1.2	0	10	6.8	-3	6	3	-15
CC[N+](C)(C)Cc1ccccc1Br	0%	13	-11	2.8	nt	-40	3.9	-20	-19	3	-20
CCCCNC(=O)c1c(N)n(/N=C/c2cccnc2)c2nc3ccccc3nc12	3%	5	40	8.4	14	15	4.3	-1	14	11	27
Fc1ccccc1-c1nc(N2CCCCC2)c2ccccc2n1	13%	48	73	37	80	58	18	67	87	7	93
CC(C)OCCCn1c(=N)c(C(N)=S)cc2c(=O)n3ccccc3nc21	4%	42	53	11	16	15	3.9	-15	-46	2	-54
N#Cc1c(NCCCO)nc(-c2ccccc2)c2c1CCCC2	1%	32	36	3.3	20	7	1.4	3	85	2	38
CCOc1ccc(-n2c(SCc3ccc(C#N)cc3)nnc2-c2cccnc2)cc1	4%	25	11	1.6	-6	17	4.8	-9	-20	3	-22
C=CCc1c(C)c(C#N)c2nc3ccccc3n2c1N1CCN(C)CC1	17%	-1	-6	5.1	-11	3	3.1	-8	-44	4	-36
COc1ccccc1Nc1ncnc2c1cnn2-c1cccc(C)c1	-4%	7	30	3.0	0	20	3.4	6	1	3	-20
Cc1ncc([N+](=O)[O-])n1CCO	-2%	-8	16	3.7	nt	-5	1.9	-1	42	5	3
CCCCOC(=O)C(C)c1c(C)[nH]c(=S)[nH]c1=O (stereo unspecified)	-2%	5	58	3.9	-9	-17	5.2	-11	-1	3	-29
Cn1c([N+](=O)[O-])cnc1COC(N)=O	-2%	-2	16	2.1	nt	-15	3.6	-15	-19	3	-2
Cc1ccccc1N1C(=O)C2ON(c3ccccc3)C(c3ccncc3)C2C1=O (stereo unspecified)	-4%	-1	10	3.2	11	68	3.9	8	-9	12	5
CCOC(=O)c1sc2c(c1C)c(=O)c(C(=O)OCC)cn2CC	2%	6	-35	0.8	-22	3	2.3	-10	-135	2	-63
O=c1c2ccccc2[nH]c(=S)n1CCN1CCC(=C(c2ccc(F)cc2)c2ccc(F)cc2)CC1	6%	69*	21	2.8	nt	2	4.4	-7	68	17	53
CC1CN(C2CCN(C(=O)c3ccccc3)CC2)CC(C)O1 (stereo unspecified)	2%	1	93*	3.6*	-44*	16	1.6	-6	-25	8	-7
CCN(CC)c1nc(-c2cccc(OC)c2O)nc2ccccc12	5%	14	50	6.2	10	17	7.0	7	54	14	20
CCc1ccccc1NC(=O)CSC1=C(C#N)C(c2ccc(O)c(OC)c2)C2=C(CCCC2=O)N1 (stereo unspecified)	-3%	35	44	2.6	3	19	3.0	-13	22	19	22
COc1ccc(/C(O)=C2/C(=O)C(=O)N(c3ncccn3)C2c2ccc(OC)c(OC)c2)cc1 (stereo unspecified)	-14%	1	17	13	2	59	4.1	11	26	7	29
COC(=O)c1n[nH]c2ccccc12	4%	-3	-50	9.8	-12	52	5.0	8	-117	4	-30
CC1CCN(c2ncnc3c2cnn3Cc2ccc(Cl)cc2)CC1	-6%	38	38	2.0	12	-34	2.8	1	51	6	-5
Cc1cc(C(C)(C)C)cc(C)c1CC1=NCCN1	6%	12	16	0.7	nt	-1	2.2	-18	45	8	0
O=C(NCc1ccco1)c1cnn2c1NC(c1ccccc1)CC2C(F)(F)F (stereo unspecified)	-16%	10	16	2.5	-6	-7	2.6	-20	53	3	-13
COC(=O)c1ccc(C2/C(=C(/O)c3ccc(OC)cc3)C(=O)C(=O)N2c2cc(C)on2)cc1 (stereo unspecified)	-2%	6	-8	1.5	3	8	3.4	6	-10	1	-10
SMILES	AID364	A549 proliferation	HT29 cell growth-1	HT29 cell growth-1 condensed nuclei	HT29 cell growth-1 ATP viability	HT29 cell growth-2	HT29 cell growth-2 condensed nuclei	HT29 cell growth-2 ATP viability	AID772	AID772 condensed nuclei	AID772 second
Cn1c(=O)c2c(nc(OCc3cccnc3)n2Cc2ccccc2)n(C)c1=O	2%	24	-17	3.4	-16	-36	2.6	2	53	9	20
CCN(CC)c1ccc2cc(-c3nnc(-c4ccncc4)o3)c(=O)oc2c1	4%	11	100*	1.4*	-8.6*	100*	2.7*	-9.8*	99*	4.8*	-9.7*
Nc1nc2n(n1)C(c1cccs1)CC(c1ccc(F)cc1)N2 (stereo unspecified)	-2%	12	-39	2.5	-24	28	4.2	-2	-51	1	-80
CC1(C)Cc2c(c(N3CCCCC3)[nH]c(=S)c2C#N)CS1	-9%	4	14	3.0	9	26	1.9	4	52	4	11
CSc1nc(N)nc(SCC(=O)OC(C)C)c1C#N	14%	17	-17	2.8	2	-32	1.8	-12	9	1	-2
CC1(C)S[C@@H]2[C@H](NC(=O)[C@H](N)c3ccccc3)C(=O)N2[C@H]1C(=O)O	4%	8	12	2.2	nt	-12	3.3	-17	-33	3	-35
CN1CC=C2C(C#N)=C(N)C(C#N)(C#N)[C@H](c3cccc(Cl)c3)C2C1 (stereo partly specified)	-4%	23	2	2.2	3	-5	4.0	-4	21	3	6
Cc1ccc(S(=O)(=O)NC(=O)NN2CCCCCC2)cc1	4%	0	17	1.8	nt	-12	2.7	-13	16	4	-13
CCSc1nnc(NC(=O)C(CC)(C(F)(F)F)C(F)(F)F)s1	-2%	66*	-2	2.5	0	4	3.0	-4	32	3	-1
CN1C2C=C3C(C#N)=C(N)C(C#N)(C#N)[C@@H](c4ccc(Cl)cc4)[C@@H]3C1CC2 (stereo partly specified)	2%	11	-22	2.7	-40	-42	1.6	-17	15	4	-7
Cn1c(Cn2cnc3ccccc32)nc2ccccc21	3%	15	-20	4.1	6	18	1.6	-4	5	3	-26
Cc1cccc(OCc2nc(C)cc(=O)[nH]2)c1	-6%	2	38	2.2	1	32	7.7	10	45	1	26
CCOCCN(C(=O)COC)c1cccc(OC)c1	2%	4	-20	4.0	-24	-20	3.2	-4	-111	4	-79

For reference, some entries already given.
SMILES	AID364	A549 proliferation	HT29 cell growth-1	HT29 cell growth-1 condensed nuclei	HT29 cell growth-1 ATP viability	HT29 cell growth-2	HT29 cell growth-2 condensed nuclei	HT29 cell growth-2 ATP viability	AID772	AID772 condensed nuclei	AID772 second
CSc1nc(N)nc(SCC(=O)OC(C)C)c1C#N	14%	17	-17	2.8	2	-32	1.8	-12	9	1	-2
CC1(C)S[C@@H]2[C@H](NC(=O)[C@H](N)c3ccccc3)C(=O)N2[C@H]1C(=O)O	4%	8	12	2.2	nt	-12	3.3	-17	-33	3	-35

Limited to HT29 cell growth-1 ATP viability and HT29 cell growth-2 condensed nuclei (5 entries from above):
canonical_smiles	HT29 cell growth-1 ATP viability	HT29 cell growth-2 condensed nuclei
Nc1nc2n(n1)C(c1cccs1)CC(c1ccc(F)cc1)N2 (stereo unspecified)	-24	4.2
CCSc1nnc(NC(=O)C(CC)(C(F)(F)F)C(F)(F)F)s1	0	3.0
CCN(CC)c1ccc2cc(-c3nnc(-c4ccncc4)o3)c(=O)oc2c1	-8.6*	2.7*
CN1CC=C2C(C#N)=C(N)C(C#N)(C#N)[C@H](c3cccc(Cl)c3)C2C1 (stereo partly specified)	3	4.0
Cn1c(Cn2cnc3ccccc32)nc2ccccc21	6	1.6

Source: PubChem BioAssay
